High-throughput results from PubChem.
TRPC6 act: activators of mouse TRPC6 channel | hit rate 0.13% among 310,000 | HEK293-TRPC6 membrane potential dye fluorescence; stronger effect = higher value | AID 2550 | B-score at 10 µM;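 active means B-score of the integrated fluorescence ratio above library mean plus 3 SD, and starting fluorescence ratio within library mean plus 5 SD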;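 further: higher score means more depolarization so channel activation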
SKKanGAS inh: SKKanGAS growth inhibition; S. pyogenes SKKanGAS, kanamycin growth, BacTiter-Glo, 6 h; inhibition, % at 7.5 µM; hit rate 1.3% among 300,000; AID 1662;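 active means mean replicate score, as percent of positive control median, at least 50; inconclusive means mean below 50 but one replicate at or above 50; inactive means mean and every replicate below 50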;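 further: strain carries kanamycin resistance gene driven by streptokinase promoter and grows in 40 µg/ml kanamycin; loss of luminescence reflects streptokinase promoter inhibition or plain growth inhibition; 0% = median of DMSO wells and 100% = positive control at its reference dose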
MrgX1 antagonist: blocks BAM8-22 activation of human MrgX1 receptor | B-score at 10 µM | MRGX1-HEK293 calcium flux, Fluo-4, BAM8-22 antagonism; stronger effect = lower value | Q96LB2 | hit rate 1.3% among 310,000;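 active means calcium-response B-score plate-corrected more than 3 library SD below zero, starting fluorescence within 5 deviations, no agonist response on first addition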;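 further: peak minus trough fluorescence over baseline after final BAM8-22 challenge near maximal dose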
Target sequence (Q96LB2 whole entry, looked up): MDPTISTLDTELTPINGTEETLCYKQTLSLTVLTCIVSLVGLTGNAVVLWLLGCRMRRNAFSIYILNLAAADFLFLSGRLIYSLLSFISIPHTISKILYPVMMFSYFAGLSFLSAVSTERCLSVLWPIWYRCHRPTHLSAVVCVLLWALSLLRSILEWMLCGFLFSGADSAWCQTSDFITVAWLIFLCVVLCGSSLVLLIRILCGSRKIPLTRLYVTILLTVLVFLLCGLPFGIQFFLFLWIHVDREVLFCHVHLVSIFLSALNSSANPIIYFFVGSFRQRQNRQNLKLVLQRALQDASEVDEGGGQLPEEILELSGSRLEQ
TMEM16A act: activates or potentiates the mouse TMEM16A chloride channel. Q8BHY3. HEK293 TMEM16A/YFP-H148Q/I152L, iodide quench fluorescence; stronger effect = lower value. B-score at 10 µM. hit rate 0.3% among 340,000. AID 623877;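 active means fluorescence-ratio B-score plate-corrected deviation score at least 3 library SD below zero, with starting fluorescence score within 5 deviations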;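 further: channel opened by trigger with iodide after compound preincubation; score built on the fluorescence ratio of max minus min over baseline; more negative score means more quench and so TMEM16A activation or potentiation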
TRPC6 inhibitor: mouse TRPC6 channel inhibition; HEK293-TRPC6, membrane potential dye, ACh-evoked depolarization; stronger effect = lower value; B-score at 10 µM; hit rate 1.1% among 310,000; AID 2553;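 active means B-score under library mean minus 3 SD, initial fluorescence not abnormally high, positive integrated signal ratio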;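 further: B-score derived from integrated fluorescence ratio over the kinetic read; more negative B-score means stronger inhibition of depolarization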
RGS4 block: inhibitors of human RGS4; P49798; HEK293 M3R/RGS4 inducible, Fluo-4 calcium flux; stronger effect = higher value; triggered by carbachol at its EC20; hit rate 0.45% among 310,000; AID 463165; B-score at 10 µM;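 active means B-score, a plate-corrected calcium signal, over three deviations above library mean, with baseline fluorescence within five deviations of library mean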;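 further: RGS4 expression induced by doxycycline in cells with stable M3 receptor; B-score is computed from the integrated fluorescence ratio over baseline after carbachol; higher B-score means a larger calcium signal and so more RGS4 inhibition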
Target sequence (P49798 whole entry, looked up): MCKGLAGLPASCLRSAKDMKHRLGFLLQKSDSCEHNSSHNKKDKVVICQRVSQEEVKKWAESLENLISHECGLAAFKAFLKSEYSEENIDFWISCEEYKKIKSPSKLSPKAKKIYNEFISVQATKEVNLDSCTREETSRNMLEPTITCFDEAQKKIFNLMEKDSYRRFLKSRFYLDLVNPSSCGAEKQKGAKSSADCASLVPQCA
HDAC3 inh: inhibitors of human histone deacetylase 3. AID 2718. hit rate 0.15% among 320,000. inhibition, % at 8.3 µM. O15379. recombinant HDAC3, fluorogenic peptide/trypsin coupled, fluorescence; in the data active means inhibition above about 26%, passing the limit was not always enough; inconclusive means no clear call, values can overlap the other calls
Target sequence (O15379 whole entry, looked up): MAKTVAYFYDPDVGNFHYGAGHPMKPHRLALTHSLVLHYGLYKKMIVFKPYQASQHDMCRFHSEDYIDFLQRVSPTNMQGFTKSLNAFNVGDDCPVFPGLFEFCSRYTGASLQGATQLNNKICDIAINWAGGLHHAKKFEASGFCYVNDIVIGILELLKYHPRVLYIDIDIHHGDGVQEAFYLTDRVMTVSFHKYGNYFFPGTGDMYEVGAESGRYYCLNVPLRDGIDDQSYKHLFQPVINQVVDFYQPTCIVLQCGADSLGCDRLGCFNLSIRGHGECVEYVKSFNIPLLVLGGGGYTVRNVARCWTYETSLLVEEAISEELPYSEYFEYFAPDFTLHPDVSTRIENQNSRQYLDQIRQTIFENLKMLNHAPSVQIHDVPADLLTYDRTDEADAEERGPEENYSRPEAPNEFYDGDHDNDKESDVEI
TMEM16A inh: mouse TMEM16A channel inhibition, primary screen; Q8BHY3; HEK293 TMEM16A/YFP iodide influx fluorescence, ionomycin; normalized B-score (activity score, 25-100; higher = stronger inhibition) at 10 µM; hit rate 1.2% among 310,000; AID 588511;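 active means ratio plate-corrected score three or more library SD toward inhibition, starting fluorescence score within five deviations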;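 further: score derived from kinetic fluorescence span divided by baseline fluorescence per well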
RGS4 pot: potentiators or activators of RGS4 | HEK293 M3R/inducible RGS4, carbachol calcium flux Fluo4; stronger effect = lower value | B-score at 10 µM | hit rate 0.92% among 310,000 | AID 463111;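 active means B-score of the integrated calcium signal more than 4 SD below the library mean, with starting fluorescence not abnormally high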;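 further: negative B-score means reduced calcium response which marks RGS4 activation or potentiation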
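Material: Inducible-RGS4 HEK293 cells carrying M3 receptor; also added: carbachol at ECmax as muscarinic agonist stimulus; incubation: compound preincubation 20 min at room temperature before agonist; signal: Fluo4-AM (2 µM) calcium-flux fluorescence, kinetic read; measure: integrated calcium ratio converted to B score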
MrgX1 agonist: activates human MrgX1 receptor signaling | Q96LB2 | MrgX1-HEK293 cells, Fluo-4 calcium fluorescence, agonist mode; stronger effect = higher value | B-score at 10 µM | hit rate 0.44% among 310,000;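 active means calcium response B-score plate-corrected fluorescence ratio at least 3 library SD, with starting fluorescence B-score inside 5 SD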
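Material: MrgX1-expressing HEK293 cells / Dosing: compound as first of three additions / Incubation: overnight seeding, then 1 h dark dye loading / Signal: Fluo-4 NW calcium fluorescence / Evaluation: B-scored fluorescence response ratio / Benchmarks: positive and negative control wells on each plate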
MrgX1 PAM: allosterically activates human MrgX1 receptor signaling | AID 588675 | Q96LB2 | hit rate 0.63% among 310,000 | MrgX1-HEK293, Fluo-4 calcium flux, FDSS; stronger effect = higher value | B-score at 10 µM;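 active means plate-corrected calcium response at least 3 library SD above typical, normal starting fluorescence, not activating the receptor alone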;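 further: compound read alongside a low EC10 to EC30 dose of BAM8-22 agonist; peak minus trough fluorescence over baseline measured at the second addition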
An asterisk follows results filed as active; i = inactive; ? = inconclusive; . = not tested or not shown.

SMILES	TRPC6 act	SKKanGAS inh	MrgX1 antagonist	TMEM16A act	TRPC6 inhibitor	RGS4 block	HDAC3 inh	TMEM16A inh	RGS4 pot	MrgX1 agonist	MrgX1 PAM
COCC(C)n1c(C)cc(C(=O)COC(=O)c2ccc3ncsc3c2)c1C (stereo not drawn)	.	.	i	i	.	.	4	i	.	i	i
CN(C(=O)CC1C(=O)NCCN1Cc1ccccc1F)C1CCOCC1 (stereo not drawn)	i	7	i	i	i	i	-1	i	i	i	i
COc1cc(CN2CCCN(C)CC2)cc([N+](=O)[O-])c1O	i	-2	i	i	i	i	-5	i	i	i	i
N#CCCn1cc(C(CC(=O)c2ccc(Br)cc2)C(=O)O)c2ccccc21 (stereo not drawn)	i	21	i	i	i	i	3	i	i	i	i
CCCS(=O)(=O)N1CCCC(C(=O)NCCN(CC)c2ccccc2)C1 (stereo not drawn)	i	-6	i	i	i	i	4	i	i	i	i
COc1ccc(NC(=O)C(NC(C)=O)C(=O)Nc2ccc(F)cc2)cc1 (stereo not drawn)	i	1	i	i	i	i	-2	i	i	i	i
C=CCC(CC)C(=O)NC(=O)N1CCCc2ccccc21 (stereo not drawn)	i	-3	i	i	i	i	-3	i	i	i	i
CCOc1ccccc1NC1=C(Cl)C(=O)N(Cc2ccccc2)C1=O	i	32	i	i	i	i	12	i	i	i	i
CN(C)C(=O)c1c([N+](=O)[O-])ncn1C	i	-2	i	i	i	i	4	i	i	i	i
CCOC(=O)c1c(NC(=O)COC(=O)Cc2n[nH]c(=O)c3ccccc23)sc(C(=O)N(C)C)c1C	i	-16	i	i	i	i	7	i	i	i	i
O=C1CCN(Cc2ccccc2)CCN1CCSc1ccccc1	i	5	i	i	i	i	5	i	i	i	i
O=C(O)c1ccc(CSc2nnc(-c3cccnc3)n2-c2ccc(Br)cc2)cc1	i	-24	i	i	i	i	2	i	i	i	i
Cc1cccc(NC(=O)N2CCCc3ccccc32)c1C	i	4	i	i	i	i	-7	i	i	i	i
COc1ccc(C2CC2/C(=N/O)c2ccccn2)cc1 (stereo not drawn)	i	-12	i	i	i	i	4	i	i	i	i
COc1ccccc1CNC(=O)CCc1nc2ccccc2c(=O)[nH]1	i	2	i	i	i	i	-7	i	i	i	i
Cc1ccc(C[n+]2cc(-c3ccc(Cl)cc3)n3c2CCC3)cc1	i	2	i	i	-5.6*	i	3	i	i	i	i
CCN(CC(=O)Nc1ccc(OC)cc1)C(=O)CCS(=O)(=O)c1ccc(C)cc1	i	-3	i	i	i	i	-1	i	i	i	i
O=C(CC(Cc1ccccc1)c1ccco1)NCc1ccco1 (stereo not drawn)	i	0	i	i	i	i	2	i	i	i	i
Cc1cc(C)n(-c2nnc3n2N=C(c2ccccc2)CS3)n1	i	9	i	i	i	i	11	i	i	i	i
CC1=CC(C)(C)[N+](C)(C)c2ccc(C)cc21	i	-4	i	i	i	i	3	i	i	i	i
CCC1CCCCN1C(=O)COc1ccc(F)cc1 (stereo not drawn)	i	6	i	i	i	i	-1	i	i	i	i
CC(C)CN(C(=O)COC(=O)c1ccc(Br)cc1)c1c(N)n(Cc2ccccc2)c(=O)[nH]c1=O	i	-1	i	i	i	i	2	i	i	i	i
O=C(Cn1cnc2cc([N+](=O)[O-])ccc2c1=O)NCc1ccccc1	i	-3	i	i	i	i	-7	i	i	i	i
CCCCNC(=O)c1ccc(-n2c(=S)[nH]c3ccccc3c2=O)cc1	i	7	i	i	i	i	2	i	i	i	i
Cc1ccc(C(=O)NNC(=O)c2csc(N3CCOCC3)n2)o1	i	4	i	i	i	i	4	i	i	i	i
O=c1[nH]c2ccccc2n1CCCSc1cnc2ccccc2n1	i	-8	i	i	i	i	6	i	i	i	i
O=C1NN(c2ccccc2)C(=O)/C1=C\c1ccccc1OCC(=O)N1CCOCC1	i	2	i	i	i	i	0	25*	i	i	i
CCOC(=O)Cc1csc(NC(=O)c2cc3ccccc3o2)n1	i	-9	i	i	i	i	11	i	i	i	6.8*
CC(C)OC(=O)c1nnc(Cc2ccc(Cl)cc2)o1	i	-2	i	i	i	i	3	i	i	i	i
CCCCN=C1NC(=O)C(CC(=O)NCCc2ccc(OC)cc2)S1 (stereo not drawn)	i	-4	i	i	i	i	1	i	i	i	i
CCOC(=O)c1c(NC(=O)c2ccc(Cl)s2)sc(C)c1C	i	0	i	i	i	i	-1	i	i	i	i
Cc1ccc(CCNC(=O)C23C[C@H]4C[C@@H](C2)CC(n2nnc(C)n2)(C4)C3)cc1	i	-5	i	i	i	i	-2	i	i	i	i
O=C(Nc1nnc(COc2ccccc2F)s1)Nc1ccccc1F	i	-4	i	i	i	i	-4	i	i	i	i
O=C(NC1CCCCC1)c1ccc(CS(=O)(=O)c2ccc(Cl)cc2)o1	i	-14	i	i	i	i	?	i	i	i	i
CCc1ccc(NC(=O)CCNS(=O)(=O)c2cccc3nonc23)cc1	i	-2	i	i	i	i	-3	i	i	i	i
O=C(c1ccccc1)c1ccccc1	.	.	i	i	.	.	1	i	.	i	i
CCOC(=O)c1c(NC(=S)Nc2ccc(OC)cc2)sc2c1CCCCC2	i	3	i	i	i	i	5	i	i	i	i
O=C(C1CCCN(S(=O)(=O)c2cccc3nsnc23)C1)N1CCc2ccccc21 (stereo not drawn)	i	-3	i	i	i	i	-2	i	i	i	i
Cc1c(C(=O)N2c3ccccc3CC2C)oc2ccccc12 (stereo not drawn)	i	21	i	i	i	i	-6	i	i	i	i
O=C(COC(=O)Cc1ccc2c(c1)OCCO2)Nc1ccc(S(=O)(=O)N2CCCC2)cc1	i	11	i	i	i	i	2	i	i	i	i
Cn1c(SCC(=O)OC2CCCCC2)nnc1-c1ccc2c(c1)OCO2	i	-5	i	i	i	i	4	i	i	i	i
CC(C)(C)c1ccc(C(=O)Nc2cccc(-n3cnnn3)c2)cc1	i	-9	i	i	i	i	-6	i	i	i	i
Cc1cc(C(=O)CSc2ccc(Cl)cc2)cc(C)c1OC(=S)N(C)C	i	7	i	i	i	i	-3	i	i	i	i
CC(C)Cc1nnc(NS(=O)(=O)c2ccc([N+](=O)[O-])cc2)s1	i	4	i	i	i	i	6	i	i	i	i
Cc1ccc2c(COC(=O)c3n[nH]c4ccccc34)cc(=O)oc2c1	i	4	i	i	i	i	5	i	i	i	i
COc1ccc(C)cc1-n1c(SCC(=O)NCC2CCCO2)nc2c([nH]c3ccccc32)c1=O (stereo not drawn)	i	32	i	i	i	i	4	i	i	i	i
CCOc1ccc(S(=O)(=O)N2CCC(C(=O)N3CCCC3)CC2)cc1C	i	0	i	i	i	i	-6	i	i	i	i
O=C(CNC(=O)c1ccccc1)OC(C(=O)Nc1cc(C(F)(F)F)ccc1Cl)c1ccccc1 (stereo not drawn)	i	22	i	i	i	i	16	i	i	i	i
CCc1nnc(NC(=O)CSc2nnc(C3CC3)n2C)s1	i	15	i	i	i	i	-1	i	i	i	i
COc1cccc(NC(=O)Nc2cccn(Cc3ccccc3)c2=O)c1	i	2	i	i	i	i	1	i	i	i	i
COc1ccc(CCNC(=O)COc2ccc(-c3ccc(C)cc3)cc2)cc1OC	i	-19	i	i	i	i	2	i	i	i	i
Cc1cc(C)n(-c2nc(C)nc3c2cnn3-c2ccccc2)n1	i	-12	i	i	i	i	-6	i	i	i	i
COc1cccc(-c2nnn(CC(=O)NC3CCCC3)n2)c1OC	i	2	i	.	i	i	-2	i	i	i	i
COC(=O)C(NC(=O)CCc1c(C)nc2ncnn2c1C)C(C)C (stereo not drawn)	i	-8	i	i	i	i	7	i	i	i	i
Cc1c(NC(=S)N/N=C\c2ccccc2O)c(=O)n(-c2ccccc2)n1C	i	-3	i	i	i	i	3	i	i	i	i
Cn1cccc1Cc1nnc(SCC(=O)Nc2cccc(Cl)c2)n1-c1ccc(F)cc1	i	-6	i	i	i	i	3	i	i	i	i
Nc1c([N+](=O)[O-])c(=O)sc2ccccc12	i	0	i	i	i	i	-7	i	i	i	i
Cc1cccc(NC(=S)NNC(=O)c2ccc(Br)o2)c1	i	2	i	i	i	i	4	i	i	i	i
Clc1ccc(Cc2ccc(Cl)nn2)c(Cl)c1	i	-12	i	i	i	i	2	i	i	i	i
COc1ccc2cc(C)c(SCC(=O)Nc3cc(C)on3)nc2c1	i	1	i	i	i	i	-1	i	i	i	i

Further compounds:
SMILES	TRPC6 act	SKKanGAS inh	MrgX1 antagonist	TMEM16A act	TRPC6 inhibitor	RGS4 block	HDAC3 inh	TMEM16A inh	RGS4 pot	MrgX1 agonist	MrgX1 PAM
Cc1cccc(OCC(O)Cn2ccnc2C)c1 (stereo not drawn)	i	-4	i	i	i	i	0	i	i	i	i
COc1cc(C)nc(N2CCC(C(=O)NC3CCCCC3)CC2)n1	i	-2	i	.	i	i	9	i	i	i	i
CCCNC(=O)COc1coc(CN2CCN(c3ccccc3)CC2)cc1=O	i	1	i	i	i	i	0	i	i	i	i
Cc1ccc2c(c1)nnn2C1CCN(S(=O)(=O)c2cccc(S(=O)(=O)N(C)C)c2)CC1	i	-7	i	i	i	i	2	i	i	i	i
Cc1cc(C)cc(OCC(=O)Nc2cc(NC(=O)COc3cc(C)cc(C)c3)cc(C(=O)O)c2)c1	i	26	i	i	i	i	-1	i	i	i	i
Cc1cc(C)c(C(=O)NCC2CCCO2)c(C)c1C(=O)NCC1CCCO1 (stereo not drawn)	i	-1	i	i	i	i	8	i	i	i	i
Cc1cc(C)cc(N2CN=c3s/c(=C\c4ccco4)c(=O)n3C2)c1	i	8	i	i	i	i	5	i	i	i	i
CCCOc1ccc(CN(CCO)CCO)cc1[N+](=O)[O-]	i	.	i	i	i	i	0	i	i	i	i
COC(CNc1nc(SC)nc2sc3c(c12)CCN(C)C3)OC	i	2	i	i	i	i	-21	i	i	i	i
COc1cc(C(=O)NCC(=O)N2CCN(S(=O)(=O)c3ccccc3)CC2)cc(OC)c1OC	i	-13	i	i	i	i	.	i	i	i	i
COc1ccccc1NC(=O)CC(=O)CSc1nnc(-c2ccc(C)cc2)n1C	i	13	i	i	i	i	-1	i	i	i	i
